IDE act: human IDE activators in live cells, primary screen, fluorescence polarization, HEK cells, FAbeta-B substrate; Insulin-degrading enzyme (Homo sapiens), P14735; FAbeta-B cleavage; 0% vehicle, 100% cell-free pure enzyme wells; activation, % at 5.96 µM; 340,000 compounds, 0.073% hits; AID 493087, 2011;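 active = activation above the mean of all tested compounds plus 3 SD, set per screening campaign, cut at about 17% in these data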
Target sequence (P14735 whole entry, looked up): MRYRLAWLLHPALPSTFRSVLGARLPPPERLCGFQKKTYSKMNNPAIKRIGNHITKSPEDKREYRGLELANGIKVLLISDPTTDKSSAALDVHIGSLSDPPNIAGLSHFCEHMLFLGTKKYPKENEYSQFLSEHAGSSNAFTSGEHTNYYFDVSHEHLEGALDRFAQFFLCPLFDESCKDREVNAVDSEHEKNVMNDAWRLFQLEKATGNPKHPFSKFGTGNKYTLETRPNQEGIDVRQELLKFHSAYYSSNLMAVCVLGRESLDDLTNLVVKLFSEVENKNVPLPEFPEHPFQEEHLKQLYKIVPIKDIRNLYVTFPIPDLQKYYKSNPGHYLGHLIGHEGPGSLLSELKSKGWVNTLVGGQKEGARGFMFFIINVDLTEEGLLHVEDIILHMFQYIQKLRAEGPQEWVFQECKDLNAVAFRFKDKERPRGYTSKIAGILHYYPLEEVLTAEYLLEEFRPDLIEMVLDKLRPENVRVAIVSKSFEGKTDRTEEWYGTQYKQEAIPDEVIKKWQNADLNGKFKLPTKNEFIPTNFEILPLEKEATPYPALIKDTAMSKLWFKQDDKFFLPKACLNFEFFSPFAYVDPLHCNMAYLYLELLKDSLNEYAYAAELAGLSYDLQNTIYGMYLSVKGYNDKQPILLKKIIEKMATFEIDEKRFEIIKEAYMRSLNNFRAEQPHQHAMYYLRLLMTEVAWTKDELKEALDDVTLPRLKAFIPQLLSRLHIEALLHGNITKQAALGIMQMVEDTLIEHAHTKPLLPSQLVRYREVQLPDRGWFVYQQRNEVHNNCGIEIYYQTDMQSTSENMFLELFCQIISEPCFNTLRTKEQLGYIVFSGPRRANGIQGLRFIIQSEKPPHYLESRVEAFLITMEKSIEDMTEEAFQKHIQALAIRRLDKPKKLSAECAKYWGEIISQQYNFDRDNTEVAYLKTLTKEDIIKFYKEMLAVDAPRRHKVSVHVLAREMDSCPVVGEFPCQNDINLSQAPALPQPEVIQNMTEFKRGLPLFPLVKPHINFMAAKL
IDE inh: human IDE inhibitors in live cells, primary screen, fluorescence polarization, HEK cells, FAbetaB substrate; FAbetaB cleavage; AID 434962, 2010; 320,000 compounds, 0.41% hits; inhibition, % at 5.59 µM; Insulin-degrading enzyme (Homo sapiens), P14735;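 active = percent inhibition above the average of all tested compounds plus 3 SD, set per screening campaign, cut at about 16% in these data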;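 note: IDE supplied by intact live HEK cells; FP after avidin binding of uncleaved biotin substrate so inhibition keeps polarization high; 0% = DMSO wells and 100% = 60 µM reference IDE inhibitor Ii1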
UBC9 SUMO inh: inhibitors of in vitro SUMOylation cascade, primary screen, biochemical, HTRF, uHTS; 290,000 compounds, 0.36% hits; inhibition, % at 35 µM; HTRF SUMOylation assay, SAE1/SAE2 + UBC9; in the data active = inhibition above about 50%, passing the limit was not always enough; note: strong numbers were not always called active
IMP-1 inhibitor: IMP-1 metallo-beta-lactamase inhibitors, primary screen, biochemical, epi-absorbance readout, Pseudomonas aeruginosa enzyme | metallo-beta-lactamase IMP-1 (Pseudomonas aeruginosa) | purified IMP-1, nitrocefin hydrolysis, epi-absorbance fluorescence | inhibition, % at 5.6 µM | 290,000 compounds, 0.45% hits;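 active = inhibition above the mean plus 3 SD of all compounds in the same screening run, cut at about 4.5% in these data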;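 note: 0% = IMP-1 with DMSO and 100% = DMSO wells lacking enzyme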
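assay system = purified recombinant IMP-1 metallo-beta-lactamase enzyme | schedule = 15 min preincubation plus 25 min reaction at 25 °C | signal = Epi-absorbance fluorescence, 480 nm excitation, 530 nm emission | read-out basis = percent inhibition from optical density relative to buffer-blank wells | controls = IMP-1 with DMSO as 0%, enzyme-free DMSO as 100%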
GalR3 antagonist: GalR3 antagonists in HEK293 cells, primary screen, cell-based, fluorescence readout | 360,000 compounds, 0.44% hits | inhibition, % at 3 µM | HEK293 GalR3-CNG cAMP membrane potential fluorescence; galR3 body fused to GalR1 C-terminus | Galanin receptor type 3 (Homo sapiens), O60755;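 active = inhibition above the screen-wide average plus 3 SD, cut at about 13% in these data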;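 note: forskolin and galanin both at EC90 stimulate the cells; cAMP rise reported by CNG channel membrane potential dye signal; 0% = forskolin plus galanin with DMSO and 100% = forskolin alone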
HCV NS3 hel inh: inhibitors of HCV NS3 helicase, primary screen, biochemical, Cy5 molecular beacon fluorescence | Hepatitis C virus NS3 helicase | NS3 helicase DNA unwinding | inhibition, % at 10.9 µM | 290,000 compounds, 0.56% hits;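 active = inhibition above the mean of all tested compounds plus 3 SD, set per campaign, cut at about 35% in these data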;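 note: 0% = DMSO wells and 100% = thioflavine S control wells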
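Compound dosing – single dose, 10.9 µM nominal final, DMSO 0.8% final · System – NS3 helicase fragment of HCV · Buffer or medium – MOPS pH 6.5, MgCl2, DTT, Tween20, BSA · Signal – Cy5 beacon fluorescence read at start and 1 h · Also added – annealed dual-labelled DNA beacon duplex, ATP-started · Schedule – 1 h at 25 °C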
pCIP destab: p/CIP-EGFP fusion destabilizers, primary screen, fluorescence, F442A cells; Q05BA5; 16 h; decrease of EGFP signal, % at 10 µM; 290,000 compounds, 0.01% hits; AID 1984, 2009;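 active = EGFP signal decrease of at least 30% at 10 µM or well 3 SD below plate mean, unless failing retest; inactive = the rest, including hits failing retest or dose response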; note: some compounds called inactive have numbers as strong as hits; many of its hits are not listed in these tables
CRFBP-R2 block: antagonists of CRF-BP/CRF-R2 complex, primary screen, cell-based, HEK293, calcium dye fluorescence, uHTS | CRF-induced calcium fluorescence | inhibition, % at 11.8 µM | 350,000 compounds, 0.59% hits | AID 588475, 2011;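 active = inhibition of the ligand-induced calcium signal above about 50% at the single tested concentration, limit read from the data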
VIM-2 inh: VIM-2 metallo-beta-lactamase inhibitors, primary screen, biochemical, epi-absorbance readout, Pseudomonas aeruginosa enzyme; inhibition, % at 5.6 µM; purified VIM-2, nitrocefin hydrolysis, epi-absorbance fluorescence; 290,000 compounds, 0.89% hits;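 active = inhibition above the mean of all tested compounds plus 3 SD, cutoff set per screening run, cut at about 7.5% in these data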;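 note: red hydrolysis product quenches plate fluorescence so inhibitors raise well fluorescence; 0% = enzyme with DMSO and 100% = DMSO without enzyme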
Starred values were filed as active, the others as inactive; x = no result given.

Order of values: IDE act	IDE inh	UBC9 SUMO inh	IMP-1 inhibitor	GalR3 antagonist	HCV NS3 hel inh	pCIP destab	CRFBP-R2 block	VIM-2 inh
> O=[N+]([O-])c1ccc(NCCCO)c(C(F)(F)F)c1
→ -0.4	3.4	-4.1	-1.0	-3.5	4.4	-8.8	-53.9	-2.8
> CN(CC(=O)Nc1ccccc1Br)C(=O)c1ccc2c(=O)n3c(nc2c1)CCC3
→ 3.9	-0.5	x	x	-3.9	x	x	-1.6	x
> Cc1cc(C)cc(NC(=O)CSCc2nc3c(nnn3Cc3ccc(F)cc3)c(=O)[nH]2)c1
→ 0.8	-3.4	x	2.9	-1.2	5.0	x	-3.5	-1.9
> CN1C(c2ccccc2)=NO[C@]1(C)c1ccccc1
→ 1.2	-0.7	x	x	0.9	x	x	12.6	x
> Cc1cc(NC(=O)CCC(=O)N(CC(=O)NC2CCCC2)c2ccccc2)no1
→ 7.7	3.1	-36.0	-2.8	-1.9	2.7	-3.9	5.2	-2.4
> COc1ccc(CCNC(=O)c2cc(S(=O)(=O)N(C)C)ccc2N2CCCC2)cc1OC
→ 3.0	-4.3	4.2	-1.2	-0.2	8.8	12.1	-6.9	0.1
> Cc1ccc(/C=N/N2CCN(Cc3cccc4ccccc34)CC2)o1
→ 3.2	4.2	1.7	-3.2	-5.7	-10.5	-0.4	-2.6	-3.5
> COc1ccc(Cc2nnc(NC(=O)C3CC(=O)N(c4ccc(OC)cc4)C3)s2)cc1 (stereo unspecified)
→ 2.1	-2.9	18.2	-2.2	-7.2	1.7	-4.0	-4.0	-0.5
> CCN(CC)S(=O)(=O)c1ccc(N2CCOCC2)c(NC(=O)C(=O)c2c(-c3ccccc3)cc3ccccn23)c1
→ 1.9	2.4	6.0	-2.4	-0.3	11.3	-2.5	-20.0	-1.7
> O=C1NCCCC1C(=O)NCCN1C(=O)CCC1=O (stereo unspecified)
→ 6.3	3.2	10.5	-5.1	-3.5	-3.4	-14.3	1.7	-3.5
> CCOc1ccccc1C(=O)N[C@H](C(=O)OCc1cc([N+](=O)[O-])cc2c1OCOC2)C(C)C
→ -6.6	6.1	3.1	-3.9	-6.7	7.8	-19.3	6.8	-0.8
> Clc1ccc(-c2cc3ccccc3[nH]2)cc1
→ 0.1	2.5	26.5	-0.5	-3.2	-15.8	-7.5	-25.1	-8.2
> NS(=O)(=O)c1ccc(-c2ccc(/C=C3\C(=O)Nc4cc(Cl)ccc43)o2)cc1
→ -3.0	x	-10.6	-1.8	-3.4	6.6	12.3	-5.5	-2.4
> Cc1ccc(N/C=C/C(=O)c2ccccc2)cc1Br
→ -5.4	3.5	-4.9	-2.4	-9.9	-1.9	-1.9	-7.4	1.1
> COc1ccc(OC)c(-c2csc(NC(=O)c3ccc(F)cc3)n2)c1
→ 3.0	2.2	2.6	-3.1	-11.8	-7.4	3.1	-2.5	-3.1
> CCNC(=O)C1(c2ccccc2)CCCC1
→ 5.0	2.0	-5.8	-1.0	-3.6	1.3	14.4	-21.7	0.8
> CC(=O)c1sc(=S)n(Cc2ccccc2)c1C
→ 2.1	x	14.3	-2.3	-9.7	3.0	-13.7	5.4	-1.3
> CC(C)C(=O)Nc1c(C(=O)N2CCN(c3ncccn3)CC2)oc2ccccc12
→ -7.7	-0.8	-4.5	-4.0	0.0	-3.5	-0.4	-6.5	-1.2
> CSCC[C@H](NS(=O)(=O)c1ccc(C(C)=O)cc1)c1nnc2ccccn12
→ 6.6	-0.9	10.2	-3.2	-5.5	19.9	10.3	-3.1	-2.3
> NS(=O)(=O)c1ccc(NC(=O)CSc2ncnc3ccccc23)cc1
→ -5.7	-4.2	8.6	-2.0	-2.2	7.5	14.6	-3.9	-1.3

Next part, overlapping the part above by two compounds.
Order of values: IDE act	IDE inh	UBC9 SUMO inh	IMP-1 inhibitor	GalR3 antagonist	HCV NS3 hel inh	pCIP destab	CRFBP-R2 block	VIM-2 inh
> CSCC[C@H](NS(=O)(=O)c1ccc(C(C)=O)cc1)c1nnc2ccccn12
→ 6.6	-0.9	10.2	-3.2	-5.5	19.9	10.3	-3.1	-2.3
> NS(=O)(=O)c1ccc(NC(=O)CSc2ncnc3ccccc23)cc1
→ -5.7	-4.2	8.6	-2.0	-2.2	7.5	14.6	-3.9	-1.3
> O=c1c(-c2ccc(Cl)cc2)coc2c(CN3CCOCC3)c(O)ccc12
→ 0.1	2.9	37.8	-3.0	0.2	-2.5	-27.3	3.5	-1.6
> COc1cc2ccccc2cc1C(=O)OCC(=O)NC1CCS(=O)(=O)C1 (stereo unspecified)
→ 0.9	8.7	13.4	-0.2	-3.2	0.9	-11.6	-9.1	-3.0
> CN(C)c1ccc(C(=O)NCCCSc2ccccc2)cc1
→ -2.2	3.4	2.2	-1.7	-3.1	-2.2	8.9	21.1	-0.7
> c1nc(N2CCCC2)c2[nH]cnc2n1
→ 3.0	-0.8	8.0	-2.5	-7.5	0.2	-4.6	15.8	-1.1
> O=C(Cn1cnc2c(nnn2Cc2ccc(F)cc2)c1=O)NCc1ccccc1
→ 1.0	-4.8	4.5	-1.6	-9.5	16.2	1.5	-0.3	-2.7
> COc1ccc(-n2c(=O)c(NC(=O)c3ccccc3)c3n(c2=S)CCCCC3)cc1
→ 1.0	-0.4	-15.7	-1.2	0.3	-4.3	-2.7	-1.3	-2.1
> CCCC(CCC(=O)Nc1cccc([N+](=O)[O-])c1)C(=O)O (stereo unspecified)
→ 2.5	-1.3	3.8	-3.1	-1.5	0.1	6.5	1.1	-1.1
> COCCn1c(N)c(N(Cc2ccccc2)C(=O)COc2ccccc2F)c(=O)[nH]c1=O
→ 5.0	-2.8	x	x	-6.5	x	x	-3.9	x
> CC1CCN(C(=O)COc2coc(CN3CCc4ccccc43)cc2=O)CC1
→ 2.1	-4.2	x	x	-2.8	x	x	-16.2	x
> COc1ccc(N2CCN(C(=O)CNC(=O)Cc3ccccc3)CC2)cc1
→ 8.7	0.5	3.5	-3.5	3.8	3.9	-21.2	-4.8	-3.3
> Cc1onc(C(=O)N2CCOCC2)c1[N+](=O)[O-]
→ -0.2	0.1	3.4	-2.4	-5.5	4.3	5.0	-0.7	-2.0
> COC(=O)C[C@H]1c2cc(C(F)(F)F)ccc2S(=O)(=O)N1C(C)(C)C
→ 3.9	2.8	x	x	0.0	x	x	-3.8	x
> O=c1cc(C(F)(F)F)nc(SCc2cccnc2)[nH]1
→ 0.4	4.2	7.6	-1.4	x	1.3	-5.1	6.2	-3.2
> O=C(COC(=O)c1cccc(S(=O)(=O)Nc2ccc(F)cc2)c1)NCCN1C(=O)CSC1=O
→ 3.0	1.7	x	x	2.9	x	x	-6.0	x
> Cc1ccccc1NC(=S)N1CCCC(c2nc3ccccc3[nH]2)C1 (stereo unspecified)
→ 2.0	5.0	5.4	-2.4	-4.9	3.3	-4.3	-5.7	-2.0
> COC(=O)c1ccc(C(=O)N(C)C2CCCN(Cc3ccccc3F)C2)cc1 (stereo unspecified)
→ -0.8	6.7	-1.1	-3.2	-9.4	0.3	-2.5	3.8	-2.4
> O=C(O)/C=C/C(=O)NNc1ccc([N+](=O)[O-])cc1
→ 1.3	-1.8	16.8	-1.9	-1.6	5.8	-13.0	-13.3	-2.8
> CC(=O)Nc1cccc(OC(=O)COc2ccc(Br)cc2)c1
→ 0.5	6.9	-45.4	-3.2	-4.2	-7.0	-7.7	8.6	-1.8
> CCOC(=O)CN1C(=O)NC2NC(=O)NC21 (stereo unspecified)
→ -9.5	9.1	-17.7	-4.4	-2.6	-16.0	-4.9	0.3	-0.3
> CCN(CC)S(=O)(=O)c1ccc(O)c(NC(=O)c2cc(-c3cc(OC)c(OC)c(OC)c3)nc3ccccc23)c1
→ 6.7	2.3	x	0.1	x	-1.0	-20.1	20.1	-0.7
> O=C(CSc1nnc(-c2ccccc2)o1)N1CCN(c2ccccc2)CC1
→ 6.3	-0.4	10.9	-2.1	-3.6	3.1	8.6	-1.4	-3.4
> O=C(Nc1ccc(Cc2ccncc2)cc1)c1cc(F)c(F)cc1Cl
→ 1.0	-0.5	15.7	-2.7	-5.3	-3.7	-18.2	7.4	-1.2
> CCOC(=O)N1C2C=C(C)[C@@H]2[C@@H]2CC(=O)N21 (stereo partly specified)
→ 4.1	4.5	7.3	-1.3	7.1	2.6	2.6	-9.6	-2.8
> O=C(Nc1ccc(Br)cc1)N1CCCCC1
→ -6.2	0.5	-7.1	-1.4	-3.3	11.0	-3.2	-16.0	-1.2
> Cc1ccc(S(=O)(=O)NCCSCc2ccccc2)cc1
→ 0.2	8.3	7.4	2.9	2.1	-1.3	-5.8	11.2	-3.0
> S=c1[nH]nc(-c2ccccn2)n1/N=C/c1ccc(Br)s1
→ 1.6	1.9	8.3	-3.9	-1.0	14.1	1.8	-17.1	-2.7
> O=C(O)c1ccccc1N(Cc1ccccc1)C(=O)COc1ccccc1
→ -5.6	-10.6	14.9	-3.7	2.6	4.3	-13.7	4.9	-3.3
> CCNC(=O)c1ccccc1NC(=O)C1CC(=O)N(C(C)C)C1 (stereo unspecified)
→ 4.1	-1.1	-5.1	-3.0	-4.8	2.9	-14.0	9.3	-2.4
> CC(=O)N1CCc2c(sc(NC(=O)C3COc4ccccc4O3)c2C(N)=O)C1 (stereo unspecified)
→ -1.9	0.8	0.2	-0.9	-3.3	-0.8	-1.3	-1.3	0.4
> Cc1ccccc1C(=O)Nc1ccc(-c2nc3ccc(C(=O)c4ccccc4)cc3[nH]2)cc1
→ -4.9	4.4	-2.8	-2.5	-6.1	-2.2	-15.6	10.4	-4.0
> Cc1nc(NC(=O)c2ccc3c(c2)OCCO3)ccc1Br
→ 1.5	1.9	3.1	-1.3	-3.3	-0.8	-4.8	0.6	-0.1
> O=C(NCc1cccnc1)/C(=C/c1ccco1)NC(=O)c1ccccc1
→ 3.9	-4.2	11.1	-0.9	2.8	6.6	-5.5	-14.9	-5.0
> CC(=O)Nc1ccc(S(=O)(=O)c2ccc(C)cc2)cc1
→ 3.7	-5.5	24.8	-2.2	-6.6	4.0	-8.9	-16.6	-1.4
> CN(C(=O)c1ccc2c(c1)CCN2S(C)(=O)=O)c1ccccc1
→ 1.7	3.1	-9.5	-0.8	-1.6	4.0	35.4	2.3	-1.0
> Cc1ccc(S(=O)(=O)N2CCCC2C(=O)OCc2ccccc2)cc1 (stereo unspecified)
→ 8.6	2.7	-4.5	-2.6	-2.8	-7.2	-9.6	22.3	1.6
> COc1ccc(NS(=O)(=O)c2ccc(NC(=O)C3CCCO3)cc2)cc1 (stereo unspecified)
→ -4.3	-1.2	13.2	-0.1	-7.0	5.0	-11.3	-25.1	-0.1
